Assay outcomes from PubChem BioAssay.
GSK3B inh – human GSK3beta kinase inhibitors, primary screen, biochemical, cell-free homogeneous, HTS; 300,000 tested, 0.038% active; GST-GSK3beta kinase, ADP-Glo luminescence, 60 min; hits give low values; activity score (negative = inhibition), % at 10 µM;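 active = more than half of replicate wells score below -50%, meaning over 50% inhibition versus plate controls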;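 also: 0% = median DMSO wells and -100% = median GW8510 positive control wells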
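Test system – GST-tagged human GSK3beta kinase, cell-free · Incubation – 60 min enzyme reaction, room temperature · Signal – ADP-Glo luminescence · Also added – peptide substrate and ATP at 25 µM · Controls – DMSO neutral wells and GW8510 at 20 µM as positive · Buffer or medium – Tris/MgCl2 kinase buffer · Measure – Luminescence-derived activity versus plate DMSO and GW8510 wells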
GSK3 alpha inh – blockers of GSK3A enzyme activity – biochemical, luminescence, cell-free homogeneous, HTS, primary screen | Glycogen synthase kinase-3 alpha (Homo sapiens), P49840 | GSK-3 alpha kinase, ADP-Glo luminescence, 60 min | inhibition, % at 10 µM | 320,000 tested, 0.1% active | AID 2650, 2010;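 in the data active = inhibition above about 50%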;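 also: GST-tagged GSK-3 alpha with peptide substrate and 25 µM ATP; 0% = DMSO neutral wells and 100% = GW8510 positive control wells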
Target sequence (P49840 whole entry, looked up): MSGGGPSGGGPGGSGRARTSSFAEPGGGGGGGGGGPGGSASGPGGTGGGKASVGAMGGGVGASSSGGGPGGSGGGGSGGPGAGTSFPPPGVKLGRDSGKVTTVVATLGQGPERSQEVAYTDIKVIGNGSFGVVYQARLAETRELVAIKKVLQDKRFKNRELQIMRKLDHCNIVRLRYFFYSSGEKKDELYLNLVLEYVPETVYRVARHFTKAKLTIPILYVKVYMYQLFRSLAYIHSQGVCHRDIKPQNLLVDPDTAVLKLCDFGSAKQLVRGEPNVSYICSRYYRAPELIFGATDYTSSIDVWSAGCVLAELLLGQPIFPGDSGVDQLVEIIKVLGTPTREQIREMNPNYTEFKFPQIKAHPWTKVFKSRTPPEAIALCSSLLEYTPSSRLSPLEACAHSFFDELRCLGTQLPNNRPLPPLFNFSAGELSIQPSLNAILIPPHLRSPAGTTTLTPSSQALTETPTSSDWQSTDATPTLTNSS
HDAC3 inh – HDAC3 deacetylase inhibitors, primary screen, biochemical, fluorescence, cell-free homogeneous | recombinant HDAC3, fluorogenic peptide/trypsin coupled | inhibition, % at 8.3 µM | 320,000 tested, 0.15% active; in the data active = inhibition above about 26%, passing the limit was not always enough
Target sequence (O15379 whole entry, looked up): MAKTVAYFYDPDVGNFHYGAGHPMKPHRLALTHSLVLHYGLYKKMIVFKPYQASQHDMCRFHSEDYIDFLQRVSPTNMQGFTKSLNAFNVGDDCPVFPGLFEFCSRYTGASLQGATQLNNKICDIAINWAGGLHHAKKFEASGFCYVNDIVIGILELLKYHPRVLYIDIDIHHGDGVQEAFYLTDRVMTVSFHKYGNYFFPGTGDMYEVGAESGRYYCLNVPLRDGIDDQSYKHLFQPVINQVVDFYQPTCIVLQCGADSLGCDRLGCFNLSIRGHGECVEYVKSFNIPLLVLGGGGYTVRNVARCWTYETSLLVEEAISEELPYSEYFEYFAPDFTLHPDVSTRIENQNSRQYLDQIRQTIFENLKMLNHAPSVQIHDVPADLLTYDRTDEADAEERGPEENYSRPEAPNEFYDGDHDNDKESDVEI
AI-2 QS mod – Vibrio harveyi AI-2 quorum sensing modulators, primary screen, JMH597 strain, luminescence/OD600 ratio. 300,000 tested, 0.4% active. AID 2094, 2009. activity change, % at 7.5 µM. Vibrio harveyi JMH597 AI-2 luminescence/OD600 ratio, 9 h; hits give low values; strain lacks LuxN and CqsS sensors; 0 = neutral-control median; in the data active = activity change below about -75%, passing the limit was not always enough;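 also: luminescence divided by OD600 gain over 9 h not by final OD600 alone; inactives centre near 13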
Platelet DG rel – inhibitors of platelet dense granule secretion, primary screen, cell-based, MLPCN, human platelets; human platelet-rich plasma, SFLLRN dense granule ATP release, luminescence; inhibition, %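 (compounds screened at 7.5 µM in platelet-rich plasma)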; 300,000 tested, 0.22% active; AID 1663, 2009;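 active = mean replicate score, as percent of positive control, at or above 50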
HSF1 inh – HSF1 inhibitors in luciferase reporter cells, primary screen, cell-based, NIH3T3, luminescence; 300,000 tested, 0.77% active; activity change, negative = inhibition, % at 7.5 µM (by protocol); NIH3T3-HGL HSE-luciferase, MG132-induced, luminescence 8 h; hits give low values;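 active = more than half of replicate wells show activity change below -50%, luminescence cut by over half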;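 also: luciferase reports HSF-1 transcriptional activity via heat shock element; 0% = median of DMSO wells and -100% = zero luminescence signal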
HSP90 inh – HSP90 inhibitors, primary screen, cell lysate, luminescence. Heat shock protein HSP 90 (rabbit reticulocyte lysate; luciferase refolding). inhibition, % at 5.6 µM. AID 1789, 2009. 290,000 tested, 0.91% active. Rabbit reticulocyte lysate, luciferase refolding luminescence, 3 h;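 active = inhibition above the screen-wide mean plus 3 SD, computed separately per campaign, cut at about 16% in these data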;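 also: 0% = DMSO wells and 100% = 60 µM geldanamycin wells; inhibitors lower the luminescence because luciferase stays unfolded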
DYRK1A inh – rat Dyrk1A kinase inhibitors, primary screen, biochemical, single point, plate reader; Dual specificity tyrosine-phosphorylation-regulated kinase 1A (Rattus norvegicus), Q63470; ADP-Glo luminescence, NFATc1 peptide; inhibition, % at 12.5 µM; 310,000 tested, 0.43% active; AID 504441, 2011; in the data active = inhibition above about 50%;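 also: plate controls were vehicle with enzyme for no effect and no enzyme for full effect; many of its hits are not listed in these tables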
PolyA inhibitor – polyadenylation inhibitors in yeast reporter cells, primary screen, luminescence, S. cerevisiae. S. cerevisiae SKY197-pL101 polyadenylation reporter, beta-gal luminescence; efflux-impaired pdr1/pdr3 knockout yeast; score 100 = 6 SD above DMSO. 300,000 tested, 0.02% active. calls only at 12 µM;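 active = lowest replicate activity score at least 50, where 100 means six control SD above control mean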;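 also: yeast exposed to compound for 9 h at 30 °C; higher score means more reporter readthrough which indicates perturbed polyadenylation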
HSF-1 act – HSF-1 activators, primary screen, NIH3T3-HGL cells, MG132 stress, luminescence, single point; NIH3T3-HGL HSF-1 luciferase reporter, 8 h; 100% = twice DMSO control signal; activation, % at 9 µM; 300,000 tested, 1.7% active;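 active = mean replicate activation of at least 50% with a set share of replicates each reaching 50%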;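 also: 0% = median of the neutral control wells and 100% = twice that signal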
Numbers without * were called inactive; i = inactive; . = no result given.

SMILES	GSK3B inh	GSK3 alpha inh	HDAC3 inh	AI-2 QS mod	Platelet DG rel	HSF1 inh	HSP90 inh	DYRK1A inh	PolyA inhibitor	HSF-1 act
COc1ccc(C)cc1NC(=O)c1ccc(OC(F)F)cc1	0.4	0.6	-11.9	12.3	11.0	-7.6	-3.9	-0.1	i	-2.2
CC(C)OCCCNC(=S)Nc1ccc2nc3n(c(=O)c2c1)CCCCC3	2.2	2.9	-6.6	7.5	11.5	0.4	2.4	4.8	i	2.1
O=C(CN1CCN(c2ccc(O)cc2)CC1)N1CCc2ccccc21	4.1	-2.1	5.9	26.2	4.7	1.8	-7.7	4.8	i	1.1
Cc1nc(-c2ccc(Cl)cc2)sc1C1(C)CC(c2ccc([N+](=O)[O-])cc2)=NO1 (stereo not given)	1.3	-2.0	-2.8	23.4	4.7	3.3	.	7.1	i	-2.8
CCOC(=O)CNC(=O)/C=C/c1c(Cl)cccc1Cl	0.6	-3.2	0.8	20.1	-6.7	3.2	1.1	1.3	i	11.6
O=C1NC(Cc2ccccc2)C(=O)N1CC(=O)N1CCCc2ccccc21 (stereo not given)	6.4	-1.9	3.8	15.2	5.7	-5.3	4.8	5.6	i	-7.3
CCOc1cccc(-c2cc(C(=O)Nc3ccon3)c3ccccc3n2)c1	-1.2	-0.4	-2.7	1.7	-14.5	3.3	0.4	4.1	i	0.0
O=C(CN1C(=O)S/C(=C\c2cccs2)C1=O)Nc1ccc(O)cc1C(=O)O	4.4	-2.9	8.4	3.6	0.8	-5.7	-2.1	.	i	-2.1
Cc1ccc(Cn2c(C)cc3c(c2=O)C(c2cccs2)C(C#N)=C(N)O3)cc1 (stereo not given)	-1.4	-2.0	5.5	22.1	-4.2	5.1	-0.2	1.2	i	-11.5
COc1cc(OC)c(C(=O)Nc2ccc(S(=O)(=O)N3CCCCC3)cc2)cc1OC	1.9	-3.8	-3.6	26.4	4.4	-4.6	.	-2.1	i	8.2
Oc1ccc(C(=S)N2CCCCC2)cc1	-2.9	4.3	6.6	1.3	1.2	-0.2	5.0	6.3	i	27.7
CCOC(=O)C(=CNc1nc(-c2ccc3ccccc3c2)cs1)C(=O)OCC	0.7	-2.4	-10.6	11.0	-6.1	-0.2	3.2	-1.3	i	20.6
O=Nc1ccc(NOC(=O)c2ccccc2)cc1	-3.6	-0.1	1.0	1.9	4.8	0.8	0.3	4.3	i	7.2
O=C(Nc1ccc(S(=O)(=O)N2CCCCC2)cc1)c1ccc(F)cc1	2.6	-0.9	10.6	-15.5	13.8	-7.6	2.9	5.2	i	-0.2
COc1ccccc1CN1C[C@@H]2C[C@@H](c3ccccc3C)N3CCC[C@@]23C1=O	1.2	-0.3	0.2	10.8	3.2	-2.7	3.2	1.9	i	9.6
COc1cccc(OCc2cc(C(=O)NCc3ccccn3)no2)c1	1.1	-1.8	-1.8	1.0	-1.9	26.2	-5.7	1.4	i	42.5
CCCN1C(=O)c2ccc(C(=O)NC3CCCCC3)cc2C1=O	-3.5	3.5	-2.6	15.2	0.4	-2.0	-1.1	2.4	i	3.2
CCOC(=O)N1CCC(N2C(=O)c3ccccc3C2Nc2ccc(C)cc2)CC1 (stereo not given)	0.8	-2.4	3.1	32.2	-4.6	-2.4	-3.9	3.9	i	5.2
CCc1cc2c(=O)[nH]c(Cc3ccccc3)nc2s1	-0.2	.	.	6.4	17.4	0.9	4.0	-2.9	i	15.4
O=C(CCCN1C(=O)/C(=C/c2ccccc2)SC1=S)N1CCOCC1	1.9	0.5	-12.4	27.6	-24.3	-5.7	-1.7	1.5	i	-14.9
Nc1nc(C23CC4CC(CC(Cl)(C4)C2)C3)cs1	4.3	-0.8	0.0	7.1	-1.4	-0.3	-1.5	-6.6	i	4.5
Cn1cnnc1SCc1nnc(-c2ccccc2Br)o1	3.3	-1.4	-1.1	4.0	1.0	5.0	3.5	-2.4	i	1.6
Cc1cc(O)c(C(=O)Cc2csc(C)n2)c(O)c1	2.1	13.8	-9.8	6.6	-0.4	-1.8	-3.3	-4.2	i	2.0
CC(C)(C)NS(=O)(=O)c1ccc(CCC(=O)N2CCOCC2)cc1	1.3	-0.6	2.0	30.4	-1.0	-7.7	-4.5	4.2	i	-19.0
CCc1ccc(NC(=S)N2CCN(C)CC2)cc1	2.3	1.3	-1.7	26.1	-6.1	2.0	-4.0	-6.1	i	-21.7

Reformatted: 3 of the compounds above.
Order of results: GSK3B inh	GSK3 alpha inh	HDAC3 inh	AI-2 QS mod	Platelet DG rel	HSF1 inh	HSP90 inh	DYRK1A inh	PolyA inhibitor	HSF-1 act
O=C1NC(Cc2ccccc2)C(=O)N1CC(=O)N1CCCc2ccccc21 (stereo not given)
 : 6.4	-1.9	3.8	15.2	5.7	-5.3	4.8	5.6	i	-7.3
CCOc1cccc(-c2cc(C(=O)Nc3ccon3)c3ccccc3n2)c1
 : -1.2	-0.4	-2.7	1.7	-14.5	3.3	0.4	4.1	i	0.0
Oc1ccc(C(=S)N2CCCCC2)cc1
 : -2.9	4.3	6.6	1.3	1.2	-0.2	5.0	6.3	i	27.7

The results go on.
SMILES	GSK3B inh	GSK3 alpha inh	HDAC3 inh	AI-2 QS mod	Platelet DG rel	HSF1 inh	HSP90 inh	DYRK1A inh	PolyA inhibitor	HSF-1 act
Cc1ccc([N+](=O)[O-])cc1NC(=O)c1ccc(-c2ccccc2)cc1	-0.8	.	-1.6	9.9	4.0	-0.4	0.2	9.8	i	-0.8
CCCCCOC(=O)C1C(c2ccccc2)C(C(=O)O)C1c1ccccc1 (stereo not given)	5.2	-7.0	0.3	11.3	-29.1	-1.2	3.2	0.1	i	-1.6
O=C(Nc1nc(-c2ccccc2)ns1)c1ccncc1	1.3	1.3	-4.1	22.0	3.7	-3.9	-1.8	2.0	i	-7.3
COc1cccc(OCCCCN2CC(C)OC(C)C2)c1 (stereo not given)	2.6	0.4	1.1	-4.2	2.2	-1.6	-0.8	2.4	i	-12.8
O=C(Oc1ccc(OC(=O)N2CCOCC2)cc1)c1ccccc1	-0.2	-1.9	-13.2	14.7	-2.9	0.0	1.6	6.1	i	-2.7
Cc1ccsc1C(=O)NNC(=O)C1CCCCC1C(=O)O (stereo not given)	1.9	1.9	5.1	14.2	2.1	15.9	-3.2	0.7	i	14.0
CCCCC(=O)Nc1ccc2oc(-c3ccncc3)nc2c1	-1.0	1.9	-16.7	18.5	-6.9	-10.2	2.6	10.0	i	-1.2
Cc1cc(S(=O)(=O)Nc2cc(C)c(O)c(C)c2)c(C)s1	1.4	1.4	1.6	11.0	9.2	0.4	-2.9	-13.5	i	-2.4
Cc1ccc(C)c(CSC2=NN3CCCC(=O)N=C3S2)c1	-2.0	1.1	6.0	11.5	9.8	1.1	-1.8	-0.3	i	-2.9
O=C(c1ccc(Cl)cc1)N1CCCC(C(=O)N2CCN(c3ccccc3)CC2)C1 (stereo not given)	4.4	-12.4	-5.5	5.5	9.1	1.3	-3.1	.	i	5.7
O=C(N/C(=C\c1cccnc1)C(=O)N1CCCCC1)c1cccc(Br)c1	2.5	1.1	2.5	25.2	10.3	-0.7	3.5	-6.0	i	-13.6
Cc1cnc(C(=O)Nc2nccs2)cn1	-0.3	.	8.8	19.6	3.8	9.1	-0.8	-0.2	i	11.2
Cc1ccccc1CSc1nc2c(c(=O)[nH]1)CCC2	-0.4	-2.9	0.1	11.9	-5.9	1.7	5.5	2.3	i	20.5
Cc1csc(SCC(=O)c2ccc(S(=O)(=O)N3CCOCC3)cc2)n1	-0.8	-5.8	-0.6	8.5	1.3	3.6	1.1	4.1	i	-2.2
Cc1ccccc1Cn1c(C)cc(C)c(C#N)c1=O	1.8	-1.6	5.1	25.6	-3.8	-4.5	-1.1	.	i	3.3
CC(=O)NC(Cc1ccc(F)c(F)c1)C(=O)NC1CCN(c2c(Cc3ccccc3)c(C)nc3ncnn23)CC1 (stereo not given)	0.7	-1.9	-9.0	14.1	0.0	4.5	-1.7	1.9	i	3.0
CCc1cc(C(N)=O)c(NC(=O)c2ccc(OC)cc2)s1	3.2	-0.7	9.8	14.4	-3.4	15.2	-1.3	6.9	i	15.1
Cc1cc(C)n(-c2nnc(SCC(=O)NC3CCCC3)c3ccccc23)n1	1.8	-1.0	0.5	8.0	-4.5	-3.3	-2.6	-3.9	i	1.1
CCc1cc2ccc(C)cc2nc1SCC(=O)NNC(=O)c1ccco1	2.7	-1.7	4.8	27.6	1.2	-3.3	1.2	-2.4	i	11.6
Cc1ccc(N2C(=O)Nc3ccccc3C2(O)C(=O)N2CCN(c3ccccn3)CC2)cc1C (stereo not given)	-0.8	-4.3	-1.8	13.6	5.9	-0.2	-2.2	.	i	26.4
COc1ccc(CCNC(=O)C(C)OC(=O)c2cccs2)cc1OC (stereo not given)	-2.4	-1.5	-1.4	-0.8	-2.5	-4.1	0.1	-0.3	i	-7.1
O=C(CN1C(=O)C2CCCCC2C1=O)OCC(=O)c1ccc(Cl)s1 (stereo not given)	-0.2	-1.6	-5.3	13.7	-2.1	0.4	-1.2	-2.1	i	0.2
O=C(NCC(c1ccco1)N1CCN(c2ccccc2F)CC1)C(=O)NC1CCCC1 (stereo not given)	2.6	-0.1	-7.1	7.0	.	-8.2	.	-0.4	i	-1.8
COC(=O)c1cnc2c(c(C)nn2C)c1OC	-0.7	-4.7	1.6	5.8	7.9	19.2	4.4	2.0	i	59.2*
CC(C)(C)NC(=O)NC(=O)COC(=O)CNS(=O)(=O)/C=C/c1ccccc1	-0.3	-1.8	2.9	24.8	7.6	3.0	1.7	-1.9	i	8.1
COc1ccc(N2CCN(C(C)C(=O)N(C)Cc3ccccc3)CC2)cc1 (stereo not given)	7.5	-0.8	1.7	19.0	0.5	-4.5	-5.1	3.3	i	-9.6
C=C(C)c1ccc(C(C)(C)NC(=O)N2CCN(C)CC2)cc1	-2.8	-1.5	-3.5	-1.8	-4.0	-6.1	3.6	5.9	i	-4.7
Cc1ccc(S(=O)(=O)N2CCC(=O)N(C(COCc3ccccc3)Cc3ccccc3)CC2)cc1 (stereo not given)	7.3	-0.9	3.4	3.7	6.9	-8.6	2.2	4.7	i	-8.5
O=C(COCC(=O)Nc1cccc(C(F)(F)F)c1)Nc1cccc(C(F)(F)F)c1	1.3	-2.2	5.6	-4.4	-0.7	7.5	3.1	2.9	i	19.7
COc1ccccc1N1CCN(C(=O)C2CCC(Cn3c(=S)[nH]c4ccccc4c3=O)CC2)CC1 (stereo not given)	1.9	-1.1	1.7	32.8	1.4	-15.2	-0.5	3.5	i	-31.6

Some of the compounds tested. The share of hits here may be higher or lower than overall.
